CBFb RUNX1 block: inhibitors of human CBF-beta and RUNX1 interaction; AID 1477; AlphaScreen CBFb-His/RUNX1-biotin binding, biochemical; Q01196+Q13951; Potency, µM (doses to about 59.8 µM), for inactives: at the highest dose activity, negative = inhibition, hits mostly inhibitors; 230,000 tested, under 10 active; also: % of control where 0% means no effect
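Proteins preincubated together for 20 min at RT before compound addition; 15 min later, nickel and streptavidin beads were added and left 90 min prior to AlphaScreen measurement.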
TexasRed fluor: counter-screen for TRb-SRC2 inhibitors: fluorescence interference; TRb/SRC2 Texas Red total fluorescence interference; Potency, µM (titrated, usually from 106 µM), without a hit: at the top dose fluorescence change, negative = quenching; 0.29% of 280,000 active; active = well fitted curve in either direction with a large enough effect; inconclusive = small, poorly fitted or top-dose-only effect; also: potency is read from the fitted curve at half-maximal effect; % is scaled to controls: 0 for no effect and ±100 for the full control effect
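Human TRb ligand-binding domain at 0.6 uM with 20 nM Texas Red SRC2 peptide in Tris buffer containing 1 uM T3 and 5% DMSO, incubated with compound 5 h at ambient temperature. Total fluorescence (555/632 nm) calculated as parallel + 2 × perpendicular.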
GLA spleen mod: inhibits or activates alpha-galactosidase in human spleen homogenate; AID 2107; Potency, µM (doses to about 80 µM), for the others: at the highest dose activity change, negative = inhibition, hits mostly inhibitors; P06280; human spleen homogenate, 4MU-alpha-Gal fluorescence, 40 min; 0.008% of 240,000 active;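 also: potency is read from the fitted curve at half-maximal effect; 0% = enzyme with vehicle and -100% = no enzyme basal signal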
Target sequence (P06280 32-429 limits assumed): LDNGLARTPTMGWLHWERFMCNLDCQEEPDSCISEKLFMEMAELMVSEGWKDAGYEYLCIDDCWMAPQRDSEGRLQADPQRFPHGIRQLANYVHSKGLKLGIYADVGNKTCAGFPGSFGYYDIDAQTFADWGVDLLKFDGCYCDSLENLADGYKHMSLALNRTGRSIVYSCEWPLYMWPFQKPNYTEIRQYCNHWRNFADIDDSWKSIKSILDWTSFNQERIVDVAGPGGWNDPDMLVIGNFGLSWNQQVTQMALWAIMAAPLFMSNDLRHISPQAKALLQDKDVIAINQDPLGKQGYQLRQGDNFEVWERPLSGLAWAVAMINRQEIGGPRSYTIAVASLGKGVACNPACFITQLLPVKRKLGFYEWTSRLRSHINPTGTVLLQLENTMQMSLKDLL
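qHTS titration in buffer at pH 5.0. Alpha-galactosidase activity in spleen homogenate was measured via 4-methylumbelliferone release from 1 mM fluorogenic substrate after 40 min at 37C and a pH 10 stop. AC50 came from Hill fits of control-normalized data.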
Tau fibril FP: tau fibrillization inhibition (FP); 0.39% of 280,000 active; K18 P301L tau heparin fibrillization, Alexa594 FP, 6 h; P10636; Potency, µM (top dose mostly 57.7 µM), for the others: at the highest dose activity, negative = inhibition, usual class: inhibitors; also: potency is read from the fitted curve at half-maximal effect; % is scaled to controls: 0 for no effect and ±100 for the full control effect; nearly all actives have a fitted effect of over 55% in size
Target sequence (P10636 561-689 P618L limits assumed): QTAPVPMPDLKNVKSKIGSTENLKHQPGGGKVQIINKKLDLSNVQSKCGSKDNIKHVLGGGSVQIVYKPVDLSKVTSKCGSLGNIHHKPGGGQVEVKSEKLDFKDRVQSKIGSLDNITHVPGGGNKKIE
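Read-out: fluorescence polarization of Alexa 594-labeled tau (0.24 uM), 555 nm excitation, 632 nm emission. Mixtures held 15 uM unlabeled K18 P301L, compound and 20 uM heparin, pH 7 acetate buffer, incubated 6 hr at 37 C.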
TRb-SRC2 inh: disrupts binding of human TR beta to SRC2. Potency, µM (doses to about 106 µM), inactives show at the highest dose activity change, negative = inhibition, usual class: inhibitors. 0.065% of 280,000 active. TRbeta-SRC2 peptide binding, fluorescence polarization; receptor liganded with 1 µM T3;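 also: potency is read from the fitted curve at half-maximal effect; plate controls were bound peptide for no effect and peptide without receptor for full effect; nearly all actives have a fitted effect of over 50% in size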
Target sequence (P10828 whole entry, looked up): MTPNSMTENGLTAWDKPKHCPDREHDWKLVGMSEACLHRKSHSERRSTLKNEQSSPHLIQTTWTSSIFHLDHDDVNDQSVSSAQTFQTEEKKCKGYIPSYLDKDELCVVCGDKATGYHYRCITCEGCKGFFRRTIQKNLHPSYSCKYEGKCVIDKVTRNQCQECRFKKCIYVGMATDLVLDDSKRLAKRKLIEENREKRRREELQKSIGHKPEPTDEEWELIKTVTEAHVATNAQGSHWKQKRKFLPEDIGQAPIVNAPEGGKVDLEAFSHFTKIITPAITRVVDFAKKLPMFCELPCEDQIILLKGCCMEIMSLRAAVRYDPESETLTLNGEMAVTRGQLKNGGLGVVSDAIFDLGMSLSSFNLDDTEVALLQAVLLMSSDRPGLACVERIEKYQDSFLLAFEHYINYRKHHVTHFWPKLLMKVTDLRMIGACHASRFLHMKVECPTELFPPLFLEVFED
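Quantitative HTS by FP: 0.6 uM TRb LBD, 20 nM labeled SRC2 20-mer, 1 uM T3, 5% DMSO; 5 hr ambient incubation; % activity per concentration and potencies from concentration series.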
NPSR antag: antagonists of human neuropeptide S receptor cAMP signaling. CHO-NPSR cells, cAMP TR-FRET, antagonist mode. Potency, µM (doses to about 38.3 µM), without a hit: top-dose activity change, negative = inhibition, hits mostly inhibitors. 1% of 220,000 active. AID 1461; also: potency is read from the fitted curve at half-maximal effect; % is scaled to controls: 0 for no effect and ±100 for the full control effect; nearly all actives have a fitted effect of over 50% in size; many of its hits are not listed in these tables
Epigenetic reg: epigenetic control regulation, reporter derepression; murine LDR cells, GFP reporter derepression, 30 h; Potency, µM (series often up to 53.9 µM), inactives show top-dose GFP activation, usual class: activators; 0.2% of 280,000 active; AID 1865; also: potency is read from the fitted curve at half-maximal effect; % of control where 0% means no effect; nearly all actives have a fitted effect of over 60% in size
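Murine LDR cells carrying a silenced, genomically integrated CMV-driven GFP reporter were exposed to compound for 30 hours at 37 C. After PBS washes, GFP-positive cells (20–120 um objects) were counted by laser-scanning microplate cytometry.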
Tau fluor cs: counter-screen for tau fibril formation inhibitors | tau K18 P301L (four-repeat tau fragment) Alexa594 fluorescence, heparin fibrillization | AID 1463 | Potency, µM (highest dose often 57.7 µM), for the others: at the top dose activity change, negative = decrease | 0.93% of 280,000 active; also: potency is read from the fitted curve at half-maximal effect; % is scaled to controls: 0 for no effect and ±100 for the full control effect; nearly all actives have a fitted effect of over 55% in size
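Human K18 P301L tau (15 uM unlabeled plus 0.24 uM Alexa 594-labeled, final) in 100 mM sodium acetate pH 7 was mixed with compound and 20 uM heparin and incubated 6 hr at 37 C.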
* marks the source's active call; other numbers are inactive results; & = joins results of further samples; [ ] = dose if it differs, or a comment. Unless noted, calls follow the shape of the dose curve; as a rule, active = well fitted curve in the direction sought with a large enough effect; inconclusive = small, poorly fitted or top-dose-only effect, or another doubt; inactive = no such curve, though single readings can be large; an effect the other way counts as inactive or inconclusive.

Screening CCN1C(=O)N(CC)C(=O)C2(Cc3ccccc3N3CCN(c4ccccc4)CC32)C1=O (configuration not stated) returned CBFb RUNX1 block -7%, TexasRed fluor 1%, GLA spleen mod -4%, Tau fibril FP -12%, TRb-SRC2 inh 5%, NPSR antag -14%, Epigenetic reg 12% and Tau fluor cs -7%.
`COC(=O)c1ccccc1OP(=O)(c1cccc([N+](=O)[O-])c1)c1cccc([N+](=O)[O-])c1` gave CBFb RUNX1 block 4%, TexasRed fluor -1%, GLA spleen mod 2%, Tau fibril FP -1%, TRb-SRC2 inh -3%, NPSR antag 16%, Epigenetic reg -1.2% and Tau fluor cs -13%.
Screening CN1/C(=C\C=C2C(=O)NC(=O)NC2=O)C(C)(C)c2ccccc21 returned CBFb RUNX1 block -6%, TexasRed fluor -1%, GLA spleen mod 5%, Tau fibril FP -3%, TRb-SRC2 inh -4%, NPSR antag -8%, Epigenetic reg inconclusive and Tau fluor cs -7%.
Screening Cc1cc(C)cc(NC(=O)CN2C(=O)CN=C(c3ccccc3)c3cc(Cl)ccc32)c1 returned TexasRed fluor -4%, Tau fibril FP inconclusive, TRb-SRC2 inh -6%, Epigenetic reg -0.2% and Tau fluor cs -24%.
`O=c1oc(Cl)c(Cl)c2ccccc12` gave CBFb RUNX1 block 3%&8%, TexasRed fluor 1%&0%, GLA spleen mod 5%&13%, Tau fibril FP inconclusive, TRb-SRC2 inh 8%&-2%, NPSR antag inconclusive, Epigenetic reg inconclusive and Tau fluor cs -19%&-12%.
`CCN(CC)S(=O)(=O)c1cc(NC(=O)C(C)N2CC=C(c3ccccc3)CC2)ccc1C` (configuration not stated) gave CBFb RUNX1 block -7%, TexasRed fluor -16%, GLA spleen mod 8%, Tau fibril FP 4%, TRb-SRC2 inh 6%, NPSR antag -42%, Epigenetic reg -1.1% and Tau fluor cs -23%.
CNC(C)(C)Cc1ccccc1 was read as CBFb RUNX1 block 21%, TexasRed fluor -2%, GLA spleen mod 2%, Tau fibril FP 0%, TRb-SRC2 inh 15%, Epigenetic reg 0.8% and Tau fluor cs -4%.
For CNC(=O)Oc1cccc(-c2cn3cc(OC(=O)NC)ccc3n2)c1 the results were CBFb RUNX1 block -3%, TexasRed fluor inconclusive, GLA spleen mod 0%, Tau fibril FP -12%, NPSR antag -8%, Epigenetic reg -2.0% and Tau fluor cs inconclusive.
`O=C(CF)NC(NC(=S)Nc1cccc([N+](=O)[O-])c1)C(Cl)(Cl)Cl` (configuration not stated) gave CBFb RUNX1 block -4%, TexasRed fluor -2%, GLA spleen mod 0%, Tau fibril FP -3%, TRb-SRC2 inh -4%, NPSR antag -6%, Epigenetic reg -0.2% and Tau fluor cs -20%.
Screening O=c1[nH]c(=S)n(-c2ccccc2)c(O)c1/C=N/N1CCOCC1 returned CBFb RUNX1 block 9%, TexasRed fluor 2%, GLA spleen mod 1%, Tau fibril FP -13%, TRb-SRC2 inh 3%, NPSR antag 8%, Epigenetic reg 6.0% and Tau fluor cs 3%.
For CC(=O)c1c(C)[nH]c(C(=O)N2CCC3(CC2)OCCO3)c1C the results were CBFb RUNX1 block 5%, TexasRed fluor -1%, GLA spleen mod -6%, Tau fibril FP -6%, TRb-SRC2 inh -12%, NPSR antag -1%[46.1 µM], Epigenetic reg -1.8% and Tau fluor cs -2%.
`CCC(=O)Nc1cc(C(=O)N2CCC3(CC2)OCCO3)ccc1S(=O)(=O)c1ccc(C)cc1` gave CBFb RUNX1 block 2%, TexasRed fluor -1%, GLA spleen mod 0%, Tau fibril FP 7%, TRb-SRC2 inh -6%, NPSR antag 0%[46.1 µM], Epigenetic reg -3.4% and Tau fluor cs 5%.
`COC(=O)c1cncn1C(C)c1ccccc1` (configuration not stated) gave CBFb RUNX1 block 8%, TexasRed fluor -2%, GLA spleen mod 1%, Tau fibril FP 3%, TRb-SRC2 inh 1%, NPSR antag -4%[46.1 µM], Epigenetic reg 0.0% and Tau fluor cs 0%.
Screening CCN1C(=O)C(=Cc2ccc(N3CCOCC3)o2)C(=O)N(CC)C1=S returned CBFb RUNX1 block -11%, TexasRed fluor 1%, GLA spleen mod 12%, Tau fibril FP -10%, TRb-SRC2 inh 0%, NPSR antag inconclusive, Epigenetic reg 0.7% and Tau fluor cs -28%.
Screening CCCOC(=O)c1c(C)oc2c1cc(NS(=O)(=O)c1ccc(OCC)cc1)c1ccccc12 returned TexasRed fluor -4%, Tau fibril FP inconclusive, TRb-SRC2 inh 8%, Epigenetic reg 11% and Tau fluor cs -30%.
Cc1ccc(NC(=O)c2snnc2C)cc1Cl was read as CBFb RUNX1 block 4%, TexasRed fluor -1%, GLA spleen mod 1%, Tau fibril FP 4%, TRb-SRC2 inh 3%, NPSR antag 26%, Epigenetic reg -0.2% and Tau fluor cs -9%.
`Cc1nc2cc(F)ccc2n1C1CCN(Cc2nnnn2CCc2ccccc2)CC1` gave CBFb RUNX1 block 5%, TexasRed fluor -2%, GLA spleen mod 8%, Tau fibril FP -3%, TRb-SRC2 inh -5%, NPSR antag -15%[46.1 µM], Epigenetic reg -1.0% and Tau fluor cs -10%.
For CN1C(=O)C(=Cc2sc(=O)n(-c3ccccc3)c2N(C)C)C(=O)N(C)C1=O the results were CBFb RUNX1 block 8%, TexasRed fluor 2%, GLA spleen mod -1%, Tau fibril FP -14%, TRb-SRC2 inh -1%, NPSR antag -59%, Epigenetic reg inconclusive and Tau fluor cs -8%.
O=C(Nc1ccc2c(c1)OCO2)c1cccn(Cc2cccc(F)c2)c1=O was read as TexasRed fluor -2%, Tau fibril FP inconclusive, TRb-SRC2 inh -1%, Epigenetic reg 8.3% and Tau fluor cs -18%.
Screening Cc1cccc(-n2c(O)c(C=NCCN3CCCCC3)c(=O)[nH]c2=O)c1 returned CBFb RUNX1 block 1%, TexasRed fluor -1%, GLA spleen mod 7%, Tau fibril FP -12%, TRb-SRC2 inh 5%, NPSR antag 10%, Epigenetic reg 1.5% and Tau fluor cs -4%.

The closing 3 entries of the part above are carried over, then new ones follow.
For CN1C(=O)C(=Cc2sc(=O)n(-c3ccccc3)c2N(C)C)C(=O)N(C)C1=O the results were CBFb RUNX1 block 8%, TexasRed fluor 2%, GLA spleen mod -1%, Tau fibril FP -14%, TRb-SRC2 inh -1%, NPSR antag -59%, Epigenetic reg inconclusive and Tau fluor cs -8%.
O=C(Nc1ccc2c(c1)OCO2)c1cccn(Cc2cccc(F)c2)c1=O was read as TexasRed fluor -2%, Tau fibril FP inconclusive, TRb-SRC2 inh -1%, Epigenetic reg 8.3% and Tau fluor cs -18%.
Screening Cc1cccc(-n2c(O)c(C=NCCN3CCCCC3)c(=O)[nH]c2=O)c1 returned CBFb RUNX1 block 1%, TexasRed fluor -1%, GLA spleen mod 7%, Tau fibril FP -12%, TRb-SRC2 inh 5%, NPSR antag 10%, Epigenetic reg 1.5% and Tau fluor cs -4%.
Screening COc1cccc(C(=O)C2CCCN(Cc3ccon3)C2)c1 (configuration not stated) returned CBFb RUNX1 block 3%, TexasRed fluor -2%, GLA spleen mod -6%, Tau fibril FP 1%, TRb-SRC2 inh 5%, NPSR antag 4%, Epigenetic reg 1.1% and Tau fluor cs 15%.
Screening C/C(=N\N1CCCCCC1)c1c(O)n(-c2ccc(Cl)cc2)c(=O)[nH]c1=O returned CBFb RUNX1 block -5%, TexasRed fluor -1%, GLA spleen mod -7%, Tau fibril FP -7%, TRb-SRC2 inh -3%, NPSR antag -23%, Epigenetic reg 1.4% and Tau fluor cs inconclusive.
For N#Cc1c(Oc2cccc(OS(=O)(=O)CCCC(F)(F)F)c2)cccc1C(F)(F)F the results were CBFb RUNX1 block inconclusive, TexasRed fluor -3%, GLA spleen mod 2% and TRb-SRC2 inh 5%.
Screening NCCc1c[nH]c2ccccc12 returned CBFb RUNX1 block 6%&17%&9%&-14%, TexasRed fluor 0%&-3%&-2%&-5%, GLA spleen mod 5%&8%&2%&-9%, Tau fibril FP 3%&-7%&2%&9%, TRb-SRC2 inh 0%&2%&-7%&2%, NPSR antag -10%[46.1 µM], Epigenetic reg -1.2%&1.9%&5.3%&0.1% and Tau fluor cs -7%&2%&-7%&-25%.
Screening CCOC(=O)c1ccc(N=Cc2c(O)n(-c3ccc(OC)cc3)c(=S)[nH]c2=O)cc1 returned CBFb RUNX1 block 3%, TexasRed fluor -2%[53 µM], GLA spleen mod -9%, Tau fibril FP 4%, TRb-SRC2 inh -9%[53 µM], NPSR antag -12%, Epigenetic reg 1.6% and Tau fluor cs 3%.
Screening O=C1NC(=O)C(CCc2ccncc2)(CCc2ccccn2)C(=O)N1c1ccc(Br)cc1 (configuration not stated) returned CBFb RUNX1 block -3%, TexasRed fluor 1%, GLA spleen mod 5%, Tau fibril FP -1%, TRb-SRC2 inh -13%, NPSR antag -11%, Epigenetic reg 0.1% and Tau fluor cs 7%.
Screening CCCCSP(=O)(SCCCC)SCCCC returned TexasRed fluor -1%, GLA spleen mod 13%, Tau fibril FP -2%, TRb-SRC2 inh -2%, Epigenetic reg 2.3% and Tau fluor cs -4%.
O=c1[nH]c(=O)n(-c2cccc3ccccc23)c(O)c1/C=N/N1CCCCC1 was read as CBFb RUNX1 block 1%, TexasRed fluor 1%, GLA spleen mod 13%, Tau fibril FP 4%, TRb-SRC2 inh 5%, NPSR antag 0%, Epigenetic reg -1.9% and Tau fluor cs 9%.
N#C/C(=C\c1ccc(N2CCCCC2)c([N+](=O)[O-])c1)c1nn(-c2ccccc2)c(N)c1C#N was read as CBFb RUNX1 block -14%, TexasRed fluor -1%, GLA spleen mod -3%, Tau fibril FP 5%, TRb-SRC2 inh -12%, NPSR antag -21%, Epigenetic reg 0.0% and Tau fluor cs inconclusive.
For O=C1NC(=O)C2(Cc3ccccc3N3CCCC32)C(=O)N1c1cccc(Cl)c1 (configuration not stated) the results were CBFb RUNX1 block -1%, TexasRed fluor 0%, GLA spleen mod 6%, Tau fibril FP -1%, TRb-SRC2 inh 0%, NPSR antag -6%[46.1 µM], Epigenetic reg 1.5% and Tau fluor cs -17%.

This is a subset (hit frequency here may not be typical).
